RGS4 inh = blocks human RGS4-accelerated GTP hydrolysis | P49798 | Transcreener GDP fluorescence polarization, RGS4-accelerated GTP hydrolysis | Potency, µM (highest dose often 114 µM), for the others: at the top dose activity change, negative = inhibition, hits mostly inhibitors | actives 0.039% (n = 390,000); also: potency is read from the fitted curve at half-maximal effect; % is scaled to controls: 0 for no effect and ±100 for the full control effect; nearly all actives have a fitted effect of over 75% in size; some results filed as inactive show a strong effect at the top dose
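MLSMR compounds (23 nl, pin-transferred) preincubated 10 min at room temperature with a 500nM (2x) first reagent, then RGS4 at 900nM (2x) plus Transcreener GDP mix added; fluorescence polarization (620/688 nm) read before and after 90 min at 30 °C.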
G9a block = blocks human histone lysine methyltransferase G9a | Potency, µM (top dose mostly 102 µM), without a hit: top-dose activity, negative = inhibition, usual class: inhibitors | AID 504332 | G9a H3K9 monomethylation, AlphaScreen, 2 h | actives 8.8% (n = 350,000) | Q96KQ7; also: potency is read from the fitted curve at half-maximal effect; % is scaled to controls: 0 for no effect and ±100 for the full control effect; nearly all actives have a fitted effect of over 75% in size
Target sequence (Q96KQ7 913-1193 limits assumed): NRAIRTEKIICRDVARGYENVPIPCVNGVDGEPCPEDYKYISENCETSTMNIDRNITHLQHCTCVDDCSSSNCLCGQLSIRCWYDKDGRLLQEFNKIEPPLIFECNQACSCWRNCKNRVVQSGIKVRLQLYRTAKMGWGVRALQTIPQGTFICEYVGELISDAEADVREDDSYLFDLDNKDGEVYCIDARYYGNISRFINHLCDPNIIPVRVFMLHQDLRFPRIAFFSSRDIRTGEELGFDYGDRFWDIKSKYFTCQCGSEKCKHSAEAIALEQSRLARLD
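AlphaScreen detection with an anti-monomethyl H3K9 antibody quantified product after a 2 h room-temperature reaction containing 500 nM biotinylated H3K9 peptide, 20 µM SAM and 20 nM enzyme, which had been preincubated 15 min with compound.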
HP1b binding inh = inhibitors of HP1-beta chromodomain binding to methylated histone tails. AlphaScreen HP1-beta / biotin-H3K9me3 peptide binding. Potency, µM (titrated, usually from 114 µM), without a hit: at the highest dose activity change, negative = inhibition, usual class: inhibitors. actives 0.56% (n = 390,000). AID 540317; also: potency is read from the fitted curve at half-maximal effect; nearly all actives have a fitted effect of over 70% in size; inactives centre near 23
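HP1-beta protein (50 nM final) preincubated 30 min at room temperature with biotinylated H3(1-18)K9me3 peptide (50 nM) in PBS pH 7.4, 0.01% Tween-20, then compound added for 30 min. AlphaScreen streptavidin donor/nickel chelate acceptor beads (10 ug/mL final), 30 min dark, luminescence read.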
GLS inh = blocks human kidney-isoform glutaminase activity; GLS enzymatic activity, qHTS titration; actives 0.21% (n = 410,000); Potency, µM (top dose mostly 45.5 µM), without a hit: top-dose activity change, negative = inhibition, actives largely listed as inhibitors; O94925; also: potency is read from the fitted curve at half-maximal effect; % is scaled to controls: 0 for no effect and ±100 for the full control effect
Target sequence (O94925 whole entry, looked up, canonical isoform): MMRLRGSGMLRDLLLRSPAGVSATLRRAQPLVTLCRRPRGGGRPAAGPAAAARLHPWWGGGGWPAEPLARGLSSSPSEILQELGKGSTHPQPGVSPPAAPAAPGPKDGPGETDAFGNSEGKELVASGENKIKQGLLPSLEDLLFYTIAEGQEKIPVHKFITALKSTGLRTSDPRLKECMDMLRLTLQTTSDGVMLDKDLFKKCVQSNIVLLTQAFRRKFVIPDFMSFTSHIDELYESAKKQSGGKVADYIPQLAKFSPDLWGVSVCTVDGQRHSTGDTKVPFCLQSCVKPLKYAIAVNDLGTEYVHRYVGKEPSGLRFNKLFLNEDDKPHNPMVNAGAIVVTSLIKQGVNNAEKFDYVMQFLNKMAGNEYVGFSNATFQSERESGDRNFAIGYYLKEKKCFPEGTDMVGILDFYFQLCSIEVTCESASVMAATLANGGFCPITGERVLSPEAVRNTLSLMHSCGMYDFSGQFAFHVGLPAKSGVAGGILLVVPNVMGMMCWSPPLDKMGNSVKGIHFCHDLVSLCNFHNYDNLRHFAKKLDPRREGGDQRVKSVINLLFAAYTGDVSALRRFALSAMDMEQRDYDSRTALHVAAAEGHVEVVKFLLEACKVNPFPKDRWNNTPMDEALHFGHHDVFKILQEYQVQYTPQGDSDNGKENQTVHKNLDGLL
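Two-point fluorescence kinetic (t0, 30 min RT) for hKGA; glutamate detected via glutamate oxidase–HRP–Amplex Red. Substrate: 1 mM L-glutamine solution; buffer 45 mM KH2PO4, pH 8.2.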
PI4K2A inh = inhibitors of human PI4K2A. purified PI4K2A, ADP-Glo luminescence, 1 h; hits give low values. activity change, negative = inhibition, % at 76.9 µM. actives 0.13% (n = 420,000). AID 1346378; in the data active = activity change below about -50%; inconclusive = mostly about -30% to -49%;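 also: -100% = wells without enzyme as full effect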
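ADP-Glo luminescence measured ADP generated by PI4K2A enzyme (4 ug/mL before mixing) with 1.2 mM PI substrate (pre-mix) and 300 microM ATP (pre-mix). Tris pH7.5 buffer with MgCl2, Triton X-100; 1 h reaction at ambient temperature.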
BAZ2B block = blocks human BAZ2B; Q9UIF8; AlphaScreen BAZ2B-H3K14Ac peptide displacement; Potency, µM (highest dose often 114 µM), for the others: top-dose activity change, negative = inhibition, most hits filed as inhibitors; actives 4.4% (n = 360,000); also: potency is read from the fitted curve at half-maximal effect; % is scaled to controls: 0 for no effect and ±100 for the full control effect; nearly all actives have a fitted effect of over 60% in size
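BAZ2B (50 nM) with biotin-H3(5-23)K14Ac peptide (50 nM) in PBS pH 7.4, 0.01% Tween-20, preformed 30 min, then compound 30 min at room temperature; top concentration 110uM. AlphaScreen streptavidin donor/nickel chelate acceptor beads (10 ug/mL final), 20 min dark, signal read.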
12-LOX inh = blocks human arachidonate 12S-lipoxygenase; actives 1.1% (n = 580,000); AID 1671190; purified 12hLO, xylenol orange hydroperoxide absorbance; Potency, µM (titrated, usually from 108 µM), inactives show top-dose activity change, negative = inhibition, usual class: inhibitors; P18054; also: potency is read from the fitted curve at half-maximal effect; % is scaled to controls: 0 for no effect and ±100 for the full control effect
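Purified human 12hLO at 150 nM in 25 mM Hepes, 0.01% Triton X-100, pH 7.0, preincubated 15 min at room temperature with compound. Reaction started with 40 uM arachidonic acid, 30 min at room temperature. Hydroperoxide measured by Fe-xylenol orange, 573/405 nm absorbance ratio.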
ERG-DNA inh = ERG Ets/DNA interaction inhibition. actives 0.028% (n = 370,000). Potency, µM (top dose mostly 76.9 µM), inactives show top-dose FP activity, negative = inhibition, most hits filed as inhibitors. fluorescence polarization, His-ERG Ets domain / labelled DNA. P11308. AID 624246; active = well fitted inhibition curve with a large enough effect in the polarisation, with a control signal flat; inconclusive = small, poorly fitted or top-dose-only effect, or effect the other way, or a change in a side signal; inactive = no such curve, though single readings can be large or run the other way; the % refers to the polarisation;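 also: polarization taken with two DNA probes labelled with fluorescein and Texas red; potency is read from the fitted curve at half-maximal effect; % of control where 0% means no effect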
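His-tagged ERG Ets domain (1 uM in the protein solution; 300mM KCl, 50mM Tris-HCl, 1mM EDTA, 1mM DTT, pH 7.5) received compound, then a probe mix of 5 nM fluorescein-DNA and 100nM Texas-615-DNA. Fluorescence polarization was read for both dyes.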
JMJD2A Tudor = blocks the human JMJD2A Tudor domain. Potency, µM (highest dose often 114 µM), inactives show at the top dose activity change, negative = inhibition, usual class: inhibitors. actives 4.4% (n = 390,000). AlphaScreen JMJD2A-Tudor / H3K4me3 peptide binding. O75164; also: potency is read from the fitted curve at half-maximal effect; % is scaled to controls: 0 for no effect and ±100 for the full control effect; nearly all actives have a fitted effect of over 50% in size
The depositor's hits bear a star; u = inconclusive; x = no result given; [ ] = remark or other dose. Unless noted, calls follow the shape of the dose curve; as a rule, active = well fitted curve in the direction sought with a large enough effect; inconclusive = small, poorly fitted or top-dose-only effect, or another doubt; inactive = no such curve, though single readings can be large; an effect the other way counts as inactive or inconclusive. Some of the compounds tested; count on the stated rates, not on these rows.

SMILES | RGS4 inh | G9a block | HP1b binding inh | GLS inh | PI4K2A inh | BAZ2B block | 12-LOX inh | ERG-DNA inh | JMJD2A Tudor
CCOC(=O)N1CCc2c(sc3c2c(=O)n(-c2ccc(CC)cc2)c(=O)n3CC(=O)c2ccc(F)cc2)C1 | 9% | 13%[59 µM] | 28% | -3% | 2 | -2% | -22% | -2% | -16%
COc1ccc(C(C)=O)cc1CSc1nnc(SCc2cc(C(C)=O)ccc2OC)s1 | 12% | 20%[59 µM] | 31% | -16% | 4 | 2% | -4% | 11% | -5%
COc1cc2nc(NC(=O)c3ccco3)sc(=O)c2cc1OC | -18% | x | -14% | 4% | 5 | -20% | 70%[activator] | -6% | -28%
CCCCNC(=S)N1CCC(Cc2ccccc2)CC1 | -7% | x | 55%[activator] | 2% | 1 | 4% | u | 4% | 17%
COC(=O)c1c(-c2cccs2)csc1NC(=O)c1ccc(Br)cc1 | u | 1.6µM* | 6% | -11% | 2 | -7% | u | -6% | -11%
COc1ccccc1OCC(=O)Nc1ccc(S(=O)(=O)Nc2nccs2)cc1 | -4% | -1% | 12% | -5% | 0 | -12% | 10% | -11% | -10%
O=C1CCN(Cc2ccccc2)C=C1c1ccc(Br)cc1 | -20% | x | 4% | -5% | 6 | x | -2% | 0% | u
COc1ccccc1C(=O)NC1(C(F)(F)F)NC(=O)N(CCc2ccccc2)C1=O (stereo unspecified) | 2% | 0%[59 µM] | 26% | 4% | -6 | 1%[57.1 µM] | 0% | -3% | -18%
CCCCN1C[C@H](COC(=O)CCC)Oc2cccc(F)c2S1(=O)=O | 8% | x | 67%[activator] | 0% | 4 | x | -1% | -6% | 4%
CCOc1cccc(C(=O)NC(=S)Nc2cccnc2)c1 | -52% | 10µM* | 7% | 23% | 5 | -33% | -22% | 18% | u
COc1ccc(-n2c(-c3ccc(Br)cc3)n[nH]c2=S)cc1 | -46% | -28%[0.501 µM] | 44% | -10% | -8 | -37% | u | 13% | 32µM*
CCn1cc([N+](=O)[O-])c(C(=O)Nc2nc(-c3ccc(C)cc3)c(C)s2)n1 | -16% | 24%[12.7 µM] | 12% | -4% | 5 | 2% | -22% | 4% | -12%
Cc1ccc(C)c(NC(=O)CSc2nc(N)c(NC(=O)c3cccs3)c(=O)[nH]2)c1 | 13% | -16% | 22% | 15% | -4 | -1% | 10% | -8% | -6%
O=C(NCc1ccccc1Cl)c1ccc(Br)o1 | 21% | 9% | 38% | -4% | -1 | -10% | -3% | 4% | 6%
COc1ccccc1C(CNC(=O)CCNC(=O)c1ccccc1Cl)N1CCCC1 (stereo unspecified) | 10% | 6%[59 µM] | -3% | -2% | -2 | -3% | -16% | 3% | -10%
O=C1C(Cl)=C(NCCCN2CCOCC2)C(=O)N1CCc1ccccc1 | 21% | -20%[59 µM] | 56%[activator] | 59%[activator] | 5 | 8% | -15% | 2% | 1%
CC(C)NC(=O)NC(=O)COc1ncnc2sccc12 | -25%[56.9 µM] | 50µM* | u | 42%[activator] | 3 | 52%[activator] | -15% | 9% | u
O=C(Nc1c2c(nn1-c1ccc(Cl)cc1)CS(=O)(=O)C2)c1cccc(F)c1 | 20% | -12%[59 µM] | 17% | -2% | 3 | -1% | u | 6% | -19%
O=S(=O)(c1ccc(F)cc1)N1CCN(c2nc(-c3ccc(F)cc3)cs2)CC1 | 31% | 38%[59 µM] | -3% | -1% | 2 | 11% | 3% | x | -6%
COc1ccccc1CNC(=O)c1ccc(-n2c(C)cc3c2CCCC3)cc1 | -9% | -4%[59 µM] | -13% | 2% | -4 | -9% | 6% | -3% | -29%
COc1ccccc1C(C)NC(=O)CCNC(=O)c1ccc(Cl)cc1 (stereo unspecified) | -20% | x | 43%[activator] | -1% | -5 | x | 411%[activator] | 13% | 2%
CCOc1cccc(N(C(=O)CCC(=O)Nc2cc(C)on2)C(C(=O)NC(C)(C)C)c2ccc(OC)cc2)c1 (stereo unspecified) | 20% | 22% | 6% | -9% | -24 | 11% | 16% | 0% | -20%
CCCCCN(C(=O)CCC(=O)OCC(=O)N(CC)C1CCCCC1)c1c(N)n(CCCC)c(=O)[nH]c1=O | -34% | -26% | 23% | 3% | -22 | -6% | u | 13% | -4%
O=S(=O)(c1ccccc1)c1nnn2c1nc(NCc1cccs1)c1sccc12 | u | -24%[59 µM] | 41%[activator] | -4% | 0 | -12% | -26% | -8% | -12%
O=C(c1ccco1)N1CCN(C(=O)c2ccco2)C1=S | -35% | x | 30% | 0% | 38 | x | -5% | -4% | -8%
COc1ccc(-n2cc(-c3ccc(Br)cc3)[nH]c2=S)cc1 | 3% | -20% | 26% | -5% | -2 | u | 0% | -14% | -11%
CCS(=O)(=O)N1CCN(c2ncnc3sc(C)c(C)c23)CC1 | -12% | x | 48%[activator] | -9% | -5 | -7% | 5% | 4% | -1%
Cc1nn(Cc2ccccc2)c(Cl)c1C(=O)OC(C)C#N (stereo unspecified) | -8% | 14% | 39% | 3% | 1 | 0% | 10% | -3% | 7%
CCOc1ccc(N2C(=O)CC(N3CCc4ccccc43)C2=O)cc1 (stereo unspecified) | -1% | -5% | 4% | -5% | -4 | 1% | -24% | -10% | -16%
O=C(CCN1C(=O)S/C(=C/c2ccc(F)cc2)C1=O)Nc1ccc(O)c(C(=O)O)c1 | -2% | 45µM* | 12%[57 µM] | 40%[activator] | -13 | -20% | u | 11% | -25%
Cc1oc2cc(Br)c(O)c(Br)c2c1C(=O)c1ccccc1 | 3% | 45µM* | 2% | 5% | -4 | -15% | u | -7% | -19%
O=C(Cn1c(NCCO)nc2ccccc21)Nc1cccc(S(=O)(=O)N2CCCC2)c1 | -20% | x | 21% | -6% | -2 | x | -11% | 0% | -14%
O=C(Nc1cccc(-c2nnc(-c3ccco3)o2)c1)c1ccccc1 | -12% | 8% | 19% | 0% | 5 | -4% | -13% | -6% | -8%
CCNc1nc(Cl)nc(NC2CCCCC2)n1 | -7% | x | 45%[activator] | 2% | -4 | 1% | u | -10% | 3%
Cc1cc(C)cc(OCC(=O)Nc2ccc3c(c2)OCCO3)c1 | 9% | 38%[59 µM] | 34%[activator] | 2% | 3 | -3% | -1% | 2% | 3%
O=C(COC(=O)c1cc(S(=O)(=O)N2CCOCC2)ccc1Cl)NCCc1ccccc1 | -23% | -3%[12.7 µM] | 28% | 0% | -2 | -8% | 6% | -2% | -12%
O=[N+]([O-])CC(=Nc1ccc(Cl)cc1)N/N=C\c1oc(O)c2ccccc12 | -37% | u | -17% | 0% | 1 | u | 4µM* | -1% | u
COc1ccccc1N1C(=O)S/C(=C\c2ccc(C)s2)C1=O | 6% | 23% | 12% | 8% | -9 | 4% | -10% | 22% | u
COc1ccc(OC)c(NC(=O)c2cc(S(=O)(=O)NCCc3ccc(Cl)cc3)ccc2F)c1 | 5% | 1%[59 µM] | -6% | -10% | 0 | -2% | -8% | -1% | -28%
O=C(CCn1c(=S)[nH]c2ccccc2c1=O)Nc1cccc(Cl)c1 | -15% | 43%[activator] | 44%[activator] | 0% | -3 | -2% | 3% | 2% | -11%
CC(CC(=O)O)CC1=NS(=O)(=O)c2ccccc2N1 (stereo unspecified) | -4% | 12%[59 µM] | 24% | -19% | 1 | 3% | 0% | -3% | 0%
O=C(NC(=S)Nc1cccc(Cl)c1Cl)C1CC1 | -18% | x | 30% | 7% | 1 | -12% | 0% | -3% | -2%
O=C(Nc1cc2c(cc1C(=O)c1ccccc1Cl)OCCO2)c1ccccc1 | -6% | 41%[59 µM] | 7% | -2% | -8 | 7% | -8% | 0% | -25%
CCOC(=O)C1CCN(C(=O)Cn2nc(C)c3c(C)n(-c4ccccc4)nc3c2=O)CC1 | -13%[11.4 µM] | -11% | 2% | -7% | 13 | -17% | 7% | -4% | -15%
Cc1cc(C)c2c(c1)-c1cc(C)nn1C(c1ccc3c(c1)OCO3)N2 (stereo unspecified) | -29% | -4% | 88% | 1% | -2 | -28% | -25% | 12% | -13%
Cc1ccc(-c2nnc(N3CCN(C(=O)c4ccco4)CC3)c3ccccc23)cc1 | -12% | u | 2% | 14% | -2 | 2% | u | -2% | -21%
O=[N+]([O-])c1ccc(N=Nc2ccc(O)c3ccccc23)cc1 | -23% | x | 7.9µM* | -18% | -23 | x | x | 5% | 3.2µM*
O=C1Nc2ccc(Cl)cc2C12Nc1ccccc1-c1nnc(SCc3ccccc3F)nc1O2 (stereo unspecified) | -12% | u | -14% | -5% | 5 | u | u | 11% | -28%
O=C(O)Cn1nc(N2CCN(c3ccc(F)cc3)CC2)ccc1=O | 7% | -2%[59 µM] | 43%[activator] | 34%[activator] | -8 | x | -14% | 0% | -12%
Cc1[nH]c2ccccc2c1/C=N/NC(=O)c1cccc(F)c1 | 14% | x | 23% | 16% | -3 | -14% | -5% | 10% | -27%
O=C(Nc1cccc(Cl)c1)N1CCN(Cc2ccccc2)CC1 | -1% | -5%[59 µM] | 51%[activator] | 11% | 1 | -10% | -28% | 10% | -12%
CCc1cc2ccc(OC)cc2nc1SCC(=O)NNC(=O)c1ccco1 | 5% | 50µM* | 31% | 10% | 0 | -21% | u | 3% | -15%

From PubChem
